SUMO Mot1 rescue: inhibitors of SUMOylation pathway: yeast Mot1-301 growth rescue; AID 2716; growth rescue, % at 18.8 µM; S. cerevisiae Mot1-301 growth rescue, ATP luminescence, 38.5C; percent above DMSO median, 100 means doubled; actives 1% (n = 320,000);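 active means every valid replicate shows activation above 250% relative to neutral control wells; inactive means the rest, any valid replicate at or below 250%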;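 further: OY570 slx delta 5 strain wells were the positive control but not used for scaling; some compounds called inactive have numbers as strong as hits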
Arr AP2 block: inhibitors of human beta-arrestin and AP2 interaction; actives 0.31% (n = 340,000); AID 504490; FITC-arrestin peptide / GST-AP2 beads, flow cytometry; AP2 beta2 appendage carries R879A mutation; inhibition, % at 10 µM;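 active means inhibition above a set limit, near 3 SD of compounds lacking own fluorescence, cut at about 54% in these data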;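 further: plate controls were DMSO wells for no effect and 5 µM unlabelled arrestin peptide for full effect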
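Measured by: flow cytometry, FL1 (488/535 nm); Material: AP2 appendage R879A on GSH beads; Evaluation: percent response; Timing: pre-incubation 12 min, peptide binding 1 h, room temperature; Also added: 50 nM FITC-arrestin peptide; Medium: PBS with 0.05% Tween 20 and 0.1% BSA.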
Pemphigus Ab inh: human desmoglein-3 autoantibody binding inhibition; binding (percent of control), % at 10 µM; actives 0.48% (n = 310,000); P32926; DSG3-coupled beads, scFv-anti-DSG3-GFP binding, flow cytometry; active compounds read low;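 active means binding more than 3 SD below its plate's average and above zero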;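 further: hits lower antibody fragment binding to DSG3; some compounds called inactive have numbers as strong as hits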
PfHsp90 yeast 2: inhibits growth of yeast expressing Plasmodium falciparum Hsp90. inhibition, % at 9.4 µM. AID 504621. S. cerevisiae expressing PfHsp90, BacTiter-Glo ATP, 48 h; yeast lacking PDR1 and PDR3 efflux regulators. actives 0.32% (n = 310,000);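 active means every replicate shows inhibition above about 80%, whatever the replicate mean, limit read from the data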;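 further: 0% = DMSO neutral controls and 100% = 20 µM radicicol positive controls; yeast relying on Plasmodium falciparum Hsp90 in place of its own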
phage Ecoli inh: E. coli growth loss with phage present. growth absorbance. inhibition, % at 11.9 µM. actives 0.26% (n = 360,000); in the data active means inhibition above about 11%
MOR-DOR ag: OPRM1-OPRD1 heterodimerization agonism; P35372+P41143; cells, luminescence; activation, % at 9.3 µM; actives 0.3% (n = 340,000); in the data active means activation above about 18%;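 further: 0% = vehicle-treated cells and 100% = reference agonist; values of inactives mirror those of a sister screen read the other way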
Target sequence (P35372 whole entry, looked up): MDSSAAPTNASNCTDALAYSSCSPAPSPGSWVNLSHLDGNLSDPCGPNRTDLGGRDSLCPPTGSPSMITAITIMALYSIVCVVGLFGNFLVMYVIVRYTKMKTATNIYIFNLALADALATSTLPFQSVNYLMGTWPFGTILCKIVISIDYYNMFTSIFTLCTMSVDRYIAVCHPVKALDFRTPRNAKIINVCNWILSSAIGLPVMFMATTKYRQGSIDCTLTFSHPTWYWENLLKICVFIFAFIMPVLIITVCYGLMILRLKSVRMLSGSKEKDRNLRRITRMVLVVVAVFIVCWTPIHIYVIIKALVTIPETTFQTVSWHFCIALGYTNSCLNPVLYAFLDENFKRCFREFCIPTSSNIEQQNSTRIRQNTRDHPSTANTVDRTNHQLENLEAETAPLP
Target sequence (P41143 whole entry, looked up): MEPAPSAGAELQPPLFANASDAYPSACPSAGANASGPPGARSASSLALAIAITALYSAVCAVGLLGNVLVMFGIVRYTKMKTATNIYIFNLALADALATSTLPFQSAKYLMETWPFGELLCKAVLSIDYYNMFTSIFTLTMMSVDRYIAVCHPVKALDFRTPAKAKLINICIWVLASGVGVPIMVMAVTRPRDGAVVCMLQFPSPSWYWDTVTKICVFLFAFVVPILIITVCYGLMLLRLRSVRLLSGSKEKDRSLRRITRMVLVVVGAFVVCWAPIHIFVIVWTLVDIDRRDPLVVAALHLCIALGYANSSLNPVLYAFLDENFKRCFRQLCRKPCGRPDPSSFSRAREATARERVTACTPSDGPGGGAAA
AddAB inh: less growth of phage-infected E. coli with AddAB | AID 435030 | actives 0.29% (n = 330,000) | E. coli expressing H. pylori AddAB, absorbance growth | inhibition, % at 11.9 µM; in the data active means inhibition above about 12%;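 further: 0% = vehicle wells of infected cells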
E coli growth: reduces bacterial viability in AddAB counter-screen | AID 449728 | actives 0.27% (n = 330,000) | inhibition, % at 11.9 µM | E. coli V3065 growth, OD600 absorbance, 18 h;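 active means inhibition above the campaign's mean inhibition across all tested compounds plus 3 SD, cut at about 9.9% in these data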;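 further: uninfected addAB+ strain grown without phage in ampicillin broth; 0% = DMSO wells and 100% = ciprofloxacin 0.95 µg/ml wells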
OPRM1-OPRD1 inv: inverse agonist of human OPRM1-OPRD1 heterodimerization | P35372+P41143 | cell-based MOR-DOR heterodimer luminescence, inverse agonism | inhibition, % at 9.3 µM | actives 0.21% (n = 340,000) | AID 504357; in the data active means inhibition above about 22%, passing the limit was not always enough;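 further: 0% = cells with DMSO and 100% = wells without cells with DMSO; values of inactives mirror those of a sister screen read the other way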
PKA-R1A activ: activators of PKA-R1A complex. PKA-R1A dissociation, Cy5-IP20 fluorescence polarization; scaled: DMSO 0%, 113 µM cGMP 100%. activation, % at 11.4 µM. actives 0.083% (n = 340,000);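 active means percent activation above the mean of all tested compounds plus 3 SD, cut at about 19% in these data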;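 further: higher means more PKAc released from R1A so a rise in polarization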
Tat export inh: blocks Tat-dependent protein export in E. coli | actives 0.036% (n = 340,000) | AID 488895 | inhibition, % at 10 µM | E. coli MC4100 TorA-mCherry Tat export, fluorescence;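 active means mean replicate inhibition at least 50% and at least half of replicates individually reaching 50%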;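 further: exported cargo escapes ClpAP degradation while cytoplasmic cargo is degraded and loses fluorescence; 0% = median of neutral control wells and 100% = median of NaSCN control wells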
Starred values were filed as active, the others as inactive; i = inactive; . = not tested or not shown.

Key to letters – A = SUMO Mot1 rescue; B = Arr AP2 block; C = Pemphigus Ab inh; D = PfHsp90 yeast 2; E = phage Ecoli inh; F = MOR-DOR ag; G = AddAB inh; H = E coli growth; I = OPRM1-OPRD1 inv; J = PKA-R1A activ; K = Tat export inh
CCSc1nc2cc(OC)c(OC)cc2c(=O)n1CC
  A: 0	B: 2	C: 108	D: 0	E: 5.0	F: -0.9	G: 3.5	H: -1.9	I: 5	J: -5	K: -7
CCOc1ccc(S(=O)(=O)N2CCC(C(=O)Nc3cc(S(C)(=O)=O)ccc3Cl)CC2)cc1
  A: 12	B: 0	C: 111	D: 2	E: -0.1	F: -1.4	G: -1.3	H: -4.2	I: 6	J: -15	K: 0
CCc1ccc(C(=O)COC(=O)C2=NN(c3ccccc3)C(=O)CC2)cc1
  A: -21	B: -14	C: 115	D: -58	E: 3.5	F: -3.3	G: 0.5	H: 0.7	I: 13	J: 5	K: -14
Cc1cccc(-n2c(=O)c(C#N)cc3c(=O)n4ccccc4nc32)c1
  A: 1	B: -7	C: 101	D: 1	E: 2.4	F: -4.1	G: 3.7	H: 1.5	I: 19	J: -18	K: -2
Cc1ccc2c(C)c(C(=O)N3CCN(c4ccncc4)CC3)oc2c1C
  A: -15	B: 27	C: 106	D: 8	E: -2.0	F: -3.1	G: 1.4	H: 1.0	I: 16	J: -18	K: -3
Cc1c[n+](CC(=O)c2ccccc2)c(C)cn1
  A: 3	B: 1	C: 104	D: -3	E: 2.0	F: 1.3	G: -1.5	H: -0.8	I: -6	J: 5	K: 6
CCOC(=O)N1CCC(NC(=O)c2ccc3c(c2)N(CC)CCS3)CC1
  A: -8	B: 3	C: 99	D: 9	E: 3.9	F: 0.3	G: 0.0	H: 1.6	I: -2	J: -6	K: -15
COc1cc2c(cc1OC)C(=O)NCC(C)(C)O2
  A: -18	B: 12	C: 84	D: -12	E: 0.6	F: -2.1	G: 1.4	H: -2.2	I: 14	J: -9	K: 0
Cc1ccccc1Nc1nnc(SCC(=O)NC(=O)NCc2ccco2)s1
  A: -9	B: 14	C: .	D: -9	E: 2.8	F: 0.0	G: 0.6	H: -0.5	I: 0	J: 3	K: 1
O=C(Cn1cc2c(n1)CCCCC2)NC1CCN(Cc2ccccc2)CC1
  A: 15	B: 25	C: 115	D: -28	E: 3.3	F: -1.1	G: 3.0	H: -0.5	I: 6	J: 3	K: 2
Cc1nn(Cc2cccc(C(=O)Nc3ccn(Cc4c(F)c(F)cc(F)c4F)n3)c2)c(C)c1[N+](=O)[O-]
  A: 0	B: 8	C: 99	D: -2	E: 0.2	F: -0.2	G: -2.4	H: -0.5	I: 1	J: 3	K: -10
c1ccc(CCNc2nc(-c3cccnc3)cs2)cc1
  A: 18	B: 4	C: 102	D: 15	E: 1.5	F: -0.3	G: -0.1	H: -0.1	I: 2	J: -8	K: 10
Clc1ccc(-c2csc(N3CCCCCC3)n2)cc1
  A: -6	B: 9	C: 126	D: -4	E: 0.1	F: -0.9	G: -0.8	H: 1.7	I: 4	J: 15	K: 5
O=C(Nc1ccncc1)C1CC(=O)N(c2ccccc2)C1 (centres undefined)
  A: .	B: 0	C: 100	D: 12	E: 0.5	F: -1.0	G: .	H: .	I: 5	J: -3	K: -3
COc1ccc(N(C)S(=O)(=O)c2ccc(Cl)c(C(=O)NNC(=O)c3ccccc3O)c2)cc1
  A: .	B: -10	C: 96	D: 12	E: 12*	F: -0.8	G: .	H: .	I: 5	J: 1	K: -5
O=C(Nc1nnc(C2CC2)s1)c1cc2ccccc2o1
  A: .	B: -7	C: 101	D: -6	E: 2.9	F: -0.1	G: .	H: .	I: 0	J: 3	K: -4
COc1ccc(N2CCN(S(=O)(=O)c3ccc4oc(=O)ccc4c3)CC2)cc1
  A: -12	B: -7	C: 107	D: -14	E: 0.5	F: -3.7	G: 3.1	H: -0.1	I: 20	J: 8	K: 4
O=C(C[n+]1ccc(C(=O)N/N=C/c2ccc(O)cc2)cc1)c1ccccc1
  A: -11	B: -2	C: 102	D: -32	E: 2.7	F: -1.1	G: -0.7	H: -0.6	I: 7	J: 2	K: 3
CCN(CC)CCOC(=O)c1ccc(NC(=O)CNC(=O)c2ccccc2)cc1
  A: -26	B: -4	C: 99	D: 1	E: 2.0	F: -2.0	G: 5.0	H: -0.6	I: 10	J: -1	K: -2
Cc1cc(=O)oc(C)c1C(=O)N1CCN(C)CC1
  A: .	B: -4	C: 99	D: -38	E: 2.0	F: -3.0	G: -0.7	H: 1.5	I: 17	J: 1	K: 0
COc1ccccc1C1C(C(N)=O)=C(C)Nc2nc(-c3ccccc3Cl)nn21 (centres undefined)
  A: .	B: -5	C: 108	D: .	E: 1.1	F: -0.9	G: 5.8	H: -1.8	I: 5	J: -13	K: 3
CC(=O)c1cc2c(cc1NS(=O)(=O)c1ccc(C)cc1)OCCO2
  A: -15	B: -11	C: 101	D: 16	E: 6.0	F: -1.9	G: 0.2	H: -2.6	I: 9	J: -3	K: 9
Cc1onc(-c2ccccc2Cl)c1C(=O)Nc1nnc(Cc2ccc(Cl)cc2)s1
  A: -19	B: -3	C: .	D: -10	E: 0.1	F: 2.3	G: 1.4	H: -0.9	I: -10	J: -2	K: 12
O=C(CCN1C(=O)S/C(=C\c2ccccc2)C1=O)Nc1ccc(O)cc1C(=O)O
  A: -10	B: 10	C: 97	D: 9	E: 0.9	F: -3.2	G: 0.4	H: 2.3	I: 17	J: 0	K: 0
O=C(NCC1OCCCN1S(=O)(=O)c1cc(F)ccc1F)C(=O)NC1CCCCC1 (centres undefined)
  A: 335	B: 2	C: 97	D: 6	E: 4.8	F: 0.0	G: 0.3	H: 1.8	I: 0	J: -6	K: -5

Some of these compounds in order of their number in SUMO Mot1 rescue, rising:
smiles | SUMO Mot1 rescue
Cc1onc(-c2ccccc2Cl)c1C(=O)Nc1nnc(Cc2ccc(Cl)cc2)s1 | -19
Clc1ccc(-c2csc(N3CCCCCC3)n2)cc1 | -6
c1ccc(CCNc2nc(-c3cccnc3)cs2)cc1 | 18

Next section:
Key to letters – A = SUMO Mot1 rescue; B = Arr AP2 block; C = Pemphigus Ab inh; D = PfHsp90 yeast 2; E = phage Ecoli inh; F = MOR-DOR ag; G = AddAB inh; H = E coli growth; I = OPRM1-OPRD1 inv; J = PKA-R1A activ; K = Tat export inh
CSCCC(NC(=O)c1ccccc1)C(=O)NCCc1ccc2c(c1)OCCO2 (centres undefined)
  A: -9	B: 3	C: 113	D: -6	E: 1.4	F: -3.1	G: 2.5	H: -2.3	I: 13	J: 6	K: -1
O=C(CSc1nc2ccsc2c(=O)n1NC(=O)c1ccccc1)Nc1nccs1
  A: 6	B: 4	C: 106	D: 25	E: 0.4	F: -2.2	G: 1.0	H: -0.8	I: 12	J: -8	K: 2
COC(=O)c1ccc(N2NC(=O)/C(=C/c3ccc(-c4ccc(Cl)c(C(=O)O)c4)o3)C2=O)cc1
  A: .	B: 6	C: 100	D: -20	E: 2.9	F: -3.2	G: .	H: .	I: 18	J: -12	K: 9
c1coc(CNC2CCCCC2)c1
  A: -5	B: 6	C: 101	D: -3	E: 1.1	F: 0.2	G: 1.7	H: -0.8	I: -1	J: -9	K: -2
COc1ccc(CN(C)C(=O)COC(=O)c2cnc(Cl)c(Cl)c2)cc1
  A: 7	B: 3	C: 95	D: 3	E: 2.8	F: -2.9	G: -0.5	H: -3.1	I: 11	J: -2	K: 4
CCCN1CCN(CC(=O)Nc2cc(OCC)ccc2OCC)CC1
  A: 10	B: 11	C: 93	D: 12	E: -0.2	F: -0.8	G: -2.4	H: 1.4	I: 4	J: 3	K: -4
Cn1c(Cl)c(/C=N/OC(=O)C2CC2)c2ccccc21
  A: 4	B: 3	C: 103	D: -1	E: 0.1	F: 0.6	G: 3.2	H: 1.4	I: -3	J: 5	K: 1
COc1cc(C2Nc3ccc4ccccc4c3C3=C2C(=O)CC(C)(C)C3)ccc1OCC(=O)O (centres undefined)
  A: 1	B: -14	C: 115	D: 3	E: -0.6	F: -1.9	G: -1.5	H: 0.8	I: 10	J: 3	K: 21
CCOc1ccc(NC(=O)c2ccc(NCC(=O)N3CCCCCC3)cc2)cc1
  A: -18	B: 26	C: 105	D: -7	E: 0.1	F: -0.8	G: 0.7	H: -0.2	I: 4	J: -10	K: 3
COCCCN(CCC#N)C(=O)c1c(-c2c(Cl)cccc2Cl)noc1C
  A: 136	B: -3	C: .	D: 13	E: -1.9	F: -0.4	G: -1.4	H: -1.1	I: 2	J: 5	K: -3
CC(=O)N(CCc1ccccc1C)Cc1cc2cc(C)ccc2[nH]c1=O
  A: i	B: -6	C: 114	D: 9	E: 0.7	F: 0.1	G: .	H: .	I: -1	J: 14	K: -5
O=C(Nc1nc2ccccc2s1)c1ccccc1[N+](=O)[O-]
  A: -4	B: 2	C: 117	D: -21	E: 0.3	F: 0.7	G: 2.4	H: -0.1	I: -3	J: 5	K: -7
COc1ccc(CCNC(=O)CCCCn2c(=O)[nH]c3ccccc3c2=O)cc1OC
  A: -3	B: -5	C: 112	D: 6	E: 1.4	F: -2.5	G: 6.0	H: 2.5	I: 15	J: -2	K: 10
COc1ccc(NC(=O)C2CCC(CNc3c(N4CCCCC4)c(=O)c3=O)CC2)c(OC)c1 (centres undefined)
  A: -8	B: -4	C: 97	D: -2	E: 8.5	F: -3.1	G: -0.9	H: -0.5	I: 17	J: -2	K: 5
Nc1c2c(nc3ccccc13)CCCC2=O
  A: -2	B: 0	C: .	D: 2	E: 0.2	F: -2.9	G: 0.8	H: -0.1	I: 14	J: 0	K: -8
CCn1c(-c2ccccc2SC)n[nH]c1=S
  A: 13	B: -16	C: 70	D: -8	E: 1.6	F: -1.7	G: 3.8	H: -0.7	I: 9	J: -3	K: 6
O=S(=O)(Cc1ccc(Cl)cc1)Oc1ccc(Cl)cc1
  A: .	B: 22	C: 96	D: -3	E: 1.2	F: 12	G: .	H: .	I: -62	J: -4	K: 11
CC(C)c1ccc(S(=O)(=O)N2CCN(C(=S)NCc3ccco3)CC2)cc1
  A: -10	B: 15	C: 98	D: -25	E: 3.7	F: 4.8	G: 4.5	H: 0.6	I: -21	J: -5	K: 0
CCc1c(C)c2c(C)[nH]nc2oc1=O
  A: 7	B: 6	C: 102	D: -13	E: 1.9	F: -1.6	G: 1.8	H: 0.6	I: 8	J: -7	K: 1
C=C(C)C(=O)Nc1cccc(C2=NOC3(C2)C[C@H](C(N)=O)N(C(=O)c2ccccc2C(=O)c2ccccc2)C3)c1 (some centres undefined)
  A: 4	B: 1	C: 102	D: 2	E: -0.5	F: -2.6	G: 2.9	H: 2.0	I: 15	J: 1	K: 3
CC#CC(=O)N1CCC(C(=O)Nc2ccc(Oc3ccccc3)nc2)CC1
  A: -7	B: -9	C: .	D: 17	E: 1.8	F: -0.2	G: 6.3	H: 2.4	I: 1	J: -5	K: 0
